PP5 primary: inhibitors of human protein phosphatase 5 (PP5); P53041; purified PP5c, OMFP substrate fluorescence; inhibition, % at 6.7 µM; hit rate 0.18% among 320,000;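 active means inhibition above the campaign's mean inhibition across all tested compounds plus 3 SD, cut at about 9.5% in these data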;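 further: 0% = DMSO only and 100% = 100 µM cantharidin control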
Fh CTSL1 inh: counter-screen for PFM18AAP inhibitors: inhibitors of F. hepatica cathepsin L1 | hit rate 0.49% among 300,000 | recombinant F. hepatica cathepsin L1, Z-Leu-Arg-MCA fluorescence | inhibition, % at 5.96 µM;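 active means inhibition above the mean of all tested compounds plus 3 SD, set per screening campaign, cut at about 17% in these data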;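 further: 0% = plate median of test compound wells and 100% = 1 µM Z-Phe-Ala-diazomethylketone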
JMJD2C inh: blocks human GASC-1 demethylase activity | hit rate 0.069% among 330,000 | GST-JMJD2C(1-420) H3K9me3 demethylation, DELFIA europium | Q9H3R0 | inhibition, % at 2.35 µM;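 active means more than half of a compound's replicate wells show inhibition beyond 50%, single wells judged on their own value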;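 further: signal counts dimethyl H3K9 product captured on neutravidin plate; 0% = median of DMSO wells and 100% = 0.3 times that DMSO median; strong numbers were not always called active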
proCasp3 act: procaspase-3 (human) activation. activation, % at 8.5 µM. P42574. recombinant procaspase-3 D3A, Ac-DEVD-pNA absorbance 405 nm. hit rate 0.11% among 330,000;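 active means activation above the mean of all tested compounds plus 3 SD, cut at about 21% in these data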;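 further: 0% = DMSO alone and 100% = DMSO wells spiked with extra 5 µM PC-3 D3A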
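Compound: 8.5 µM single point, 0.8% DMSO / Material: Autoprocessing-dead procaspase-3 D3A mutant enzyme / Timing: 1 h preincubation plus 2 h reaction at 25 °C / Medium: Zinc-free HEPES/NaCl buffer with 0.01% Triton X-100 at pH 7.4 / Technique: 405 nm absorbance of p-nitroaniline, reads at 0 and 120 min / Repeats: one well per compound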
core dimer inh: HCV core protein dimerization inhibition; inhibition, % at 5 µM; hit rate 0.33% among 300,000; TR-FRET GST/Flag-core106 dimerization, 1536-well;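 active means inhibition above the mean of all tested compounds plus 3 SD, set per screening campaign, cut at about 45% in these data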
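Assay system: GST-tagged and Flag-tagged HCV core protein residues 1-106 / Times: compound-protein-antibody incubation 4 h at 22.5 °C / Signal: time-resolved FRET, ex 340 nm, em 617 and 671 nm / Evaluation: % inhibition based on acceptor/donor emission ratio / Benchmarks: wells lacking GST-core106 and wells with excess unlabelled core106 / Repeats: singlicate, one well per compound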
procasp7 counter: counter-screen: procaspase-7 (human) activation; P55210; recombinant procaspase-7, Ac-DEVD-pNA absorbance 405 nm; D23A/D198A/D206A triple mutant, cannot self-cleave; scale: DMSO 0, 5 µM enzyme 100; activation, % at 8.5 µM; hit rate 0.093% among 330,000;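 active means percent activation above the screen-wide mean plus 3 SD, cut at about 25% in these data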
Target sequence (P55210 whole entry D23A/D198A/D206A): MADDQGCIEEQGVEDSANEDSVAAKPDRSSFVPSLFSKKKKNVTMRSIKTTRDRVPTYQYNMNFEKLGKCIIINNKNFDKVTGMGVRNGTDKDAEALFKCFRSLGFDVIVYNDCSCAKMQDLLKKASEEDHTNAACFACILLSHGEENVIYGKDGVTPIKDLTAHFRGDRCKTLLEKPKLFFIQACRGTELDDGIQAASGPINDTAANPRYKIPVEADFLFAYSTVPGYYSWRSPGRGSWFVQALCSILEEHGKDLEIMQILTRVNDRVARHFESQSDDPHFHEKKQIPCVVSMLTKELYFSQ
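Assay system: Uncleavable procaspase-7 mutant enzyme / Input: 2 µM procaspase-7 mutant as dispensed / Dosing: single nominal 8.5 µM compound dose, 0.8% DMSO final / Timing: 1 h enzyme–compound preincubation and 2 h substrate reaction, both 25 °C / Detection: p-Nitroaniline absorbance at 405 nm, read at 0 and 120 min / Replication: singlicate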
PP1 counter: blocks human PP1-alpha phosphatase, a PP5 counter-screen. hit rate 0.9% among 320,000. inhibition, % at 6.7 µM. purified PP1alpha, OMFP fluorescence. AID 2235;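 active means inhibition above the mean inhibition of all tested compounds plus 3 SD, computed separately for each screening campaign, cut at about 15% in these data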
VLA-4 inh: inhibition in a human VLA-4 binding assay | P13612 | hit rate 0.2% among 330,000 | AID 2557 | VLA-4 expressing cells, ligand binding flow cytometry | inhibition, % (about 7 µM as worked out from the volumes in the protocol); in the data active means inhibition above about 50%
GRK2 aptamer HTS: blocks RNA aptamer binding to human GRK2; P25098; bead flow cytometry, FAM-aptamer displacement from GRK2; inhibition of aptamer binding, % at 10 µM; hit rate 0.59% among 330,000; AID 488847;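 active means inhibition of aptamer binding above 40%, roughly 3 SD of noise, on plates passing a quality check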;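 further: median bead fluorescence of bound FAM aptamer so fluorescent compounds give negative values; no value below 0 was filed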
Target sequence (P25098 whole entry, looked up): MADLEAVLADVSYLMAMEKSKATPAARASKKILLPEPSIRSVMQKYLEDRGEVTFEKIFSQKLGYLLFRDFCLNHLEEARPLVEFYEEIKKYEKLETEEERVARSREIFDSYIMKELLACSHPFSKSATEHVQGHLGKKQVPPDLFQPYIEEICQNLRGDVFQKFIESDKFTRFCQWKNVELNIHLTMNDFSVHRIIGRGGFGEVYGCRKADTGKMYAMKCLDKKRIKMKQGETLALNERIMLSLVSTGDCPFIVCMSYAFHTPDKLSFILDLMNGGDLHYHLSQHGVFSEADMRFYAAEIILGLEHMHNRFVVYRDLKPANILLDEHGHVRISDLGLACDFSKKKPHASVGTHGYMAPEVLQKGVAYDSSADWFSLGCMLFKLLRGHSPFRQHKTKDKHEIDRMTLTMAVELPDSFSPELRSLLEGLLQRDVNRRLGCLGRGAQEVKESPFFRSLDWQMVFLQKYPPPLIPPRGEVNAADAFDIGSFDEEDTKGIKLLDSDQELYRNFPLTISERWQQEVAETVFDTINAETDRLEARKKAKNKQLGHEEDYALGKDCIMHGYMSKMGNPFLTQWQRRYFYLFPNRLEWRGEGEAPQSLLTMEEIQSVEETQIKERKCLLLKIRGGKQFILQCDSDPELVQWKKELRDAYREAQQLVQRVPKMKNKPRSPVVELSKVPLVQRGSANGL
Numbers without * were called inactive; / = no result given; & = joins results of further samples.

SMILES	PP5 primary	Fh CTSL1 inh	JMJD2C inh	proCasp3 act	core dimer inh	procasp7 counter	PP1 counter	VLA-4 inh	GRK2 aptamer HTS
Cc1nn(CCOc2ccc(Br)cc2)c(C)c1[N+](=O)[O-]	1.9	-2	4	1	-3	0	2	4	1
O=C1CC(c2ccc(F)c(Br)c2)C2=C(CCCC2=O)N1 (stereo not given)	0.0	2	-3	7	-2	3	2	-1	1
CN(C)CCCN(C(=O)c1cc(Cl)sc1Cl)c1nc2cc3c(cc2s1)OCO3	-0.9	13	-7	1	-19	-1	-1	-6	0
CC(C)CC(=O)NC(=S)Nc1cccc(NC(=O)c2ccccc2Cl)c1	2.8	0	4	4	2	-4	6	-12	1
CCC(C)C(NC(N)=O)C(=O)Nc1ccc(S(=O)(=O)Nc2ccc(OC)cc2)cc1 (stereo not given)	0.2	2	-18	-3	-2	-3	-2	-9	0
O=C(CSc1nnc(-c2ccc3c(c2)OCCO3)o1)N1CCCC1	1.8	1	-8	6	-4	3	1	2	2
Cc1cccc(C(=O)Oc2ccc(/C=N/O)cc2)c1	4.7	3	2	-3	-1	4	1	14	0
COc1ccc(/C=C/C(=O)Nc2sc(Cc3ccccc3)c(C)c2C(N)=O)cc1	-0.4	8	-1	4	2	8	-1	19	0
Cc1ccc(C(=O)NC2c3ccccc3-c3ccccc32)cc1	1.0	-4	5	10	13	7	-4	-10	7
Cc1cc2oc(=O)cc(CSc3nnc(C)n3N)c2cc1C(C)C	5.4	-1	-7	9	-4	7	3	-6	1
CCc1ccc(N(C(=O)c2csnn2)C(C(=O)NC(C)(C)CC)c2ccccn2)cc1 (stereo not given)	-0.8	2	3	-4	-5	-13	-1	28	0
CC(C)c1ccc(CNc2ccc(N3CCOCC3)cc2)cc1	3.1	4	-2	-17	-14	-6	7	9	0
O=C(CSc1ncn[nH]1)N1CCN(S(=O)(=O)c2ccccc2)CC1	0.3	-4	6	6	-1	18	-7	22	0
Cc1c(NC2(C#N)CCCCC2)c(=O)n(-c2ccccc2)n1C	2.5	0	-10	4	-5	-1	1	4	0
COc1ccc2c(C(=O)CN3CCSCC3)c[nH]c2c1	0.1	-8	2	2	-4	2	-2	-20	0
O=C(CCN1CCN(c2ccccc2F)CC1)Nc1ccccc1Cl	-8.9	2	-6	2	-4	-4	-6	3	0
Brc1ccc(Nc2nc(-c3cccnc3)cs2)cc1	-1.0	-4	11	1	2	5	4	-5	0
CCOc1ccc(/C=N/N2CCN(Cc3ccccc3)CC2)cc1	0.5	2	-11	0	10	-4	-3	5	0
C=CCNC(=O)CN1CCC(c2nc3ccccc3[nH]2)CC1	0.3	-1	21	-4	-1	2	0	12	0
Cc1cccc(NC(=O)CNC(=O)c2ccc3nc[nH]c3c2)c1C	-1.2	5	11	2	-1	0	-4	4	3
CCN(Cc1ccccc1)S(=O)(=O)c1cc(C(=O)NC2CCCCCC2)ccc1OC	4.2	-3	6	5	4	-15	1	10	1
CCc1c(C2(O)CCCCC2)[nH]c2ccc(C(F)(F)F)cc12	9.1	4	0	-5	-5	-8	4	7	1
COc1ccccc1NC(=O)/C(=C/c1cccs1)NC(=O)c1ccco1	-1.1	-6	-1	4	-1	4	-3	-2	/
CC(=O)c1cccc(NC(=O)Nc2cccs2)c1	3.6	0	10	3	-5	2	1	-6	0
CCCOc1ccc(C2C(C(=O)c3cc4ccccc4o3)=C(O)C(=O)N2c2cc(C)on2)cc1OC (stereo not given)	5.0	5	1	-7	0	-27	33*	3	8
CCn1nc([N+](=O)[O-])c(C(C#N)c2nc3cc(C(F)(F)F)ccc3s2)c(Cl)c1=O (stereo not given)	6.7	-2	11	-23	3	-10	22*	-10	1
CCN1CCN(CCCNC(=O)CN2C(=O)c3cccnc3Oc3ccc(Cl)cc32)CC1	0.2	3	-5	4	-30	-7	-5	-16	0
CC(C)(C)OC(=O)N1CCC(c2c(C(=O)NCC3CCN(C4CCCC4)C3)cnn2-c2ccccc2)CC1 (stereo not given)	-0.8	-3	-5	9	-5	-2	-3	-1	0
C=CCN1C(=O)C2(/C(=C(\O)c3ccc4c(c3)OCCO4)C(=O)C(=O)N2CCCOC)c2ccccc21 (stereo not given)	2.6	1	-5&5	-3	1	2	-1	5	5
CC(C)(C)NCc1ccccc1OCc1cccs1	1.9	-1	-2	-2	-4	3	2	3	0
COc1ccc(Nc2ncc3c(n2)CC(c2ccc(C)cc2)CC3=O)cc1 (stereo not given)	7.2	2	4	-3	5	11	-1	-24	2
CCC(=O)NC(c1ccccc1Cl)c1c(O)ccc2ccccc12 (stereo not given)	1.7	-2	5	0	-10	6	4	-27	0
COc1ccc(NC(=O)CN2CCC(NC(=O)c3ccc(OC)cc3)CC2)cc1	-1.8	-6	7	4	6	16	-9	-6	0
COC(=O)c1ccc(CC(=O)c2nc3ccccc3s2)cc1	1.6	-1	9	14	7	-7	-2	0	1
Cc1ccc(C(=O)NCC(=O)OCC(=O)NCCNC(=O)COC(=O)CNC(=O)c2ccc(C)cc2)cc1	-0.1	-14	0	1	-3	5	-2	-1	0
COc1ccc(-n2ncc3c(NCc4cccs4)ncnc32)cc1	3.7	-5	0	8	3	4	0	20	0
CC1CCN(S(=O)(=O)c2ccc(NC(=O)Cc3ccccc3)cc2)CC1	5.4	0	6	7	13	7	2	0	0
O=C(Cn1c(SCC(=O)N2CCc3ccccc32)nc2ccccc21)NC1CCCC1	0.6	10	10	6	0	0	-4	1	6
C[C@@H]1CN(C(=O)c2cc(COc3cccc(C(F)(F)F)c3)on2)C[C@H](C)O1	0.8	0	1	4	-12	-1	-4	-7	6
O=[n+]1cc(-c2ccc(Cl)cc2)n([O-])c2c1CCC2	-1.8	-1	-8	-1	-2	-7	-5	-3	0
O=C(COC(=O)c1cccc(C(=O)OCC(=O)c2ccc(Br)cc2)n1)c1ccc(Br)cc1	-1.4	-4	-13	4	-1	-4	3	-1	1
COC(=O)c1c(NC(=O)C(C)C)sc2c1CCN(Cc1ccccc1)C2	4.6	2	-15	-3	0	-5	-3	-9	1
c1csc(-c2nn3cnnc3c3ccccc23)c1	-1.9	-3	49	5	4	8	-6	2	0
CN(C)C=Nc1ncc2c3ccccc3n(Cc3ccccc3)c2c1C#N	6.2	0	2	-3	-6	4	-2	15	0
COc1ccccc1NC(=O)CSc1ncnc2c1oc1ccccc12	0.2	0	-13	-1	-3	-1	2	-7	1

Structures shown so far that contain a cyano group:
SMILES	PP5 primary	Fh CTSL1 inh	JMJD2C inh	proCasp3 act	core dimer inh	procasp7 counter	PP1 counter	VLA-4 inh	GRK2 aptamer HTS
Cc1c(NC2(C#N)CCCCC2)c(=O)n(-c2ccccc2)n1C	2.5	0	-10	4	-5	-1	1	4	0
CCn1nc([N+](=O)[O-])c(C(C#N)c2nc3cc(C(F)(F)F)ccc3s2)c(Cl)c1=O (stereo not given)	6.7	-2	11	-23	3	-10	22*	-10	1
CN(C)C=Nc1ncc2c3ccccc3n(Cc3ccccc3)c2c1C#N	6.2	0	2	-3	-6	4	-2	15	0

New compounds follow.
SMILES	PP5 primary	Fh CTSL1 inh	JMJD2C inh	proCasp3 act	core dimer inh	procasp7 counter	PP1 counter	VLA-4 inh	GRK2 aptamer HTS
Cc1nc2c(C(=O)NCc3ccc4c(c3)OCO4)c[nH]n2c(=O)c1Cl	3.2	1	4	1	5	2	6	5	2
ON(Cc1c(F)cccc1Cl)Cc1c(F)cccc1Cl	1.1	6	33	-3	-2	1	0	-6	2
O=C(O)CC1C(=O)NCCN1Cc1ccc(F)c(F)c1 (stereo not given)	-1.9	-1	-3	7	-4	0	-2	-35	0
CN1CCN(S(=O)(=O)c2ccc(NN)nc2)CC1	0.8	/	-1	0	/	4	5	-3	8
CCCCCCCCCCC[C@@H](C[C@@H]1OC(=O)[C@H]1CCCCCC)OC(=O)[C@H](CC(C)C)NC=O	1.6	21*	16	2	3	4	-2	-10	2
CN(CC(O)COCc1ccccc1F)C1CCCCC1 (stereo not given)	-1.2	8	11	-2	-9	0	-6	-4	0
CCOc1ccccc1NC(=O)C(CC)Sc1nc2ccsc2c(=O)n1CCC(=O)O (stereo not given)	2.2	-4	-28	8	-4	3	4	7	4
O=C(NCc1ccco1)c1cc2nc(-c3ccc4c(c3)OCO4)cc(C(F)(F)F)n2n1	4.9	3	5	-3	16	-1	4	23	1
CCCCNC(=O)NS(=O)(=O)c1ccc(NC(=O)CCC(=O)c2cccs2)cc1	0.8	-1	17	2	3	5	-1	1	1
O=c1[nH]nc(-c2ccc(F)cc2)cc1Cc1cccs1	2.0	12	19	-3	-1	-1	6	18	3
NS(=O)(=O)c1ccc(CCNC(=O)c2cccc([N+](=O)[O-])c2)cc1	1.7	-2	-5	-1	2	1	-2	19	0
CN(CC(=O)Nc1ccc(N2CCOCC2)cc1)C(=O)c1cc2c(s1)CCCC2	1.7	/	-2	12	/	10	1	3	6

Three structures from above, arranged by heavy-atom count, rising.
SMILES	PP5 primary	Fh CTSL1 inh	JMJD2C inh	proCasp3 act	core dimer inh	procasp7 counter	PP1 counter	VLA-4 inh	GRK2 aptamer HTS
CN1CCN(S(=O)(=O)c2ccc(NN)nc2)CC1	0.8	/	-1	0	/	4	5	-3	8
CN(CC(O)COCc1ccccc1F)C1CCCCC1 (stereo not given)	-1.2	8	11	-2	-9	0	-6	-4	0
CCOc1ccccc1NC(=O)C(CC)Sc1nc2ccsc2c(=O)n1CCC(=O)O (stereo not given)	2.2	-4	-28	8	-4	3	4	7	4

3 entries from above, arranged by the number in GRK2 aptamer HTS, falling:
mol | GRK2 aptamer HTS
CN1CCN(S(=O)(=O)c2ccc(NN)nc2)CC1 | 8
CCCCNC(=O)NS(=O)(=O)c1ccc(NC(=O)CCC(=O)c2cccs2)cc1 | 1
O=C(O)CC1C(=O)NCCN1Cc1ccc(F)c(F)c1 (stereo not given) | 0

Bioassay records: PubChem, several laboratories

Compounds as they come; any-hit rate near 2.6%.
